# D3 antag = blocks the human D3 dopamine receptor. D3R cells, DiscoveRx beta-arrestin luminescence, antagonist mode; hits give low values. P35462. max response, negative = inhibition, %. 360,000 compounds, 2.5% hits; in the data active means max response below about -50%; inconclusive means no clear call, values can overlap the other calls; further: on the % scale 0 is the no-effect control and ±100 the full control effect; mostly tested at two doses, the higher about 12 µM
# Target sequence (P35462 whole entry, looked up): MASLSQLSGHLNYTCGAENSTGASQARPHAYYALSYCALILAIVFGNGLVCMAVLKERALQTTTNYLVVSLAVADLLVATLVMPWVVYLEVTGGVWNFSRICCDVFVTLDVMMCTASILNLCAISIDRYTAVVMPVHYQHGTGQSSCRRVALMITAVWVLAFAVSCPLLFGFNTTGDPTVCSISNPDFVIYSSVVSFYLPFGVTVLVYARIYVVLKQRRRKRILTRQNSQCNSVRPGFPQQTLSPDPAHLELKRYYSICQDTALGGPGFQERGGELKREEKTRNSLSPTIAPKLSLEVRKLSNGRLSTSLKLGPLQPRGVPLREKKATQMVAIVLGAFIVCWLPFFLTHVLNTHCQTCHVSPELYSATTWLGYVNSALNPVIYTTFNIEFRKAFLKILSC
#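 Cells plated overnight at 1500 cells/well, then exposed to library compounds with dopamine controls for 90 minutes at 37 degrees C. DiscoveRx reagent added for 30–60 minutes at room temperature; luminescence read, quantitative HTS format.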
# HT1080 IDH1KD tx = kills HT-1080 cells with IDH1 knockdown. HT-1080 IDH1 knockdown viability, ATP luminescence, 48 h. Potency, µM (top dose mostly 46.1 µM), for inactives: top-dose activity, negative = toxicity, most hits filed as cytotoxic. 360,000 compounds, 2% hits;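 further: potency means the concentration at half of the fitted maximal effect; 0% = DMSO wells and -100% = cell-free medium wells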
#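 After a 2 h attachment period, IDH1KD HT-1080 cells took pin-transferred compound for 48 h at 37 °C; ATP-based luminescence after 10 min room-temperature reagent incubation reported viability.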
# GLP-1R agonist = agonists of human GLP-1 receptor; P43220; HEK293 GLP-1R CRE-luciferase, luminescence, 4-6 h; cells express a hypersensitive GLP-1R form; Potency, µM (doses to about 45.6 µM), without a hit: at the top dose activation, actives largely listed as activators; 380,000 compounds, 0.007% hits; AID 624172; further: potency means the concentration at half of the fitted maximal effect; % of control where 0% means no effect
# Target sequence (P43220 whole entry, looked up): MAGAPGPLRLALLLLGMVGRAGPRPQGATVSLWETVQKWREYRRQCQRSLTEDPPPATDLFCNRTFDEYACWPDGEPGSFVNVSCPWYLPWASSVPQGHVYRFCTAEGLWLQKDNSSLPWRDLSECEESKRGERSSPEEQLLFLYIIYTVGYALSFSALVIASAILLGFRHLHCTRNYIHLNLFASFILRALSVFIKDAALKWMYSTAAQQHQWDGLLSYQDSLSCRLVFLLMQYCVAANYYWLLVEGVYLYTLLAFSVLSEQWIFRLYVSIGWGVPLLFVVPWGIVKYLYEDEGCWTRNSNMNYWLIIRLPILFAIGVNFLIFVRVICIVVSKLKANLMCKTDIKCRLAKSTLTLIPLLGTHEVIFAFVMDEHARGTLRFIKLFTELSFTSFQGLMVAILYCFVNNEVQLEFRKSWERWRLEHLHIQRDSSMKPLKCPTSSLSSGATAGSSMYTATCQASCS
# SW480 rerep = induces DNA re-replication in SW480 colon adenocarcinoma cells | Potency, µM (titrated, usually from 46.1 µM), for the others: at the top dose re-replication activation, hits mostly activators | SW480 DNA re-replication, Hoechst DNA content imaging, 48 h | AID 624297 | 340,000 compounds, 1.8% hits; further: potency means the concentration at half of the fitted maximal effect; % of control where 0% means no effect; nearly all actives have a fitted effect of over 55% in size
#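 Image-based read-out: total Hoechst fluorescence of nuclei (405 nm excitation, 500-530 nm emission), with hits raising the fraction of high-intensity nuclei. SW480 colon cells incubated 48 hr with compounds at 37 C.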
# KB-V1 MDR tox = KB-V1 MDR subline cytotoxicity. 400,000 compounds, 3.4% hits. KB-V1 MDR cells viability, CellTiter-Glo, 72 h. Potency, µM (doses to about 46.1 µM), without a hit: at the highest dose activity change, negative = cytotoxicity, most hits filed as cytotoxic; further: potency means the concentration at half of the fitted maximal effect; on the % scale 0 is the no-effect control and ±100 the full control effect; nearly all actives have a fitted effect of over 60% in size
#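 Luminescent ATP read-out (CellTiter-Glo, 10 min) measures survival of drug-selected KB-V1 MDR cells after 72 h, 37 degrees C compound exposure. Medium: phenol-red-free DMEM, 10% FBS. Values from fitted concentration-response curves.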
# KB-3-1 tox = KB-3-1 parental cell cytotoxicity | KB-3-1 viability, CellTiter-Glo ATP luminescence, 72 h | Potency, µM (titrated, usually from 46.1 µM), inactives show at the highest dose activity change, negative = cytotoxic, actives largely listed as cytotoxic | 400,000 compounds, 1.4% hits; further: potency means the concentration at half of the fitted maximal effect; on the % scale 0 is the no-effect control and ±100 the full control effect; nearly all actives have a fitted effect of over 60% in size
#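 Parental KB-3-1 viability, qHTS format: 72 h compound exposure, 37 °C; CellTiter-Glo; media-only wells and DMSO plates as controls; concentration-effect fits on corrected data.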
# HT1080-NT tox = kills 2HG-producing HT-1080-NT fibrosarcoma cells; AID 686970; 360,000 compounds, 1.6% hits; Potency, µM (series often up to 46.1 µM), for the others: at the top dose activity, negative = less viability, most hits filed as cytotoxic; HT-1080-NT fibrosarcoma viability, CellTiter-Glo ATP luminescence, 48 h;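 further: NT is the 2HG producing partner of a matched IDH1 knockdown line; potency means the concentration at half of the fitted maximal effect; 0% = DMSO-treated cells and -100% = media-only wells without cells; nearly all actives have a fitted effect of over 55% in size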
#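 Fibrosarcoma NT cells, 750 per well in 5% FBS RPMI, were exposed to compound for 48 hours. Viability: CellTiter-Glo luminescence.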
# DRD3 agonist = activates the human D3 dopamine receptor | P35462 | 410,000 compounds, 0.58% hits | D3R DiscoveRx beta-arrestin cells, luminescence, 90 min | max activation, %; in the data active means max activation above about 30%; further: 0% is about no effect; mostly tested at two doses, the higher about 12 µM
#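 Agonist-mode cell screen: cells plated at 1500/well and incubated overnight at 37 °C, then exposed to library compounds for 90 min at 37 °C. Detection reagent was added for 30–60 min at room temperature, and luminescence was read.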
# IL1B secr inh = blocks inflammasome-driven IL-1 beta release; 360,000 compounds, 4.7% hits; THP-1 LPS/ATP IL-1B secretion, AlphaLISA, 16 h; hits give low values; activity change, % at 57.5 µM; AID 743279; in the data active means activity change below about -50%; inconclusive means mostly about -30% to -49%; further: on the % scale 0 is the no-effect control and ±100 the full control effect
#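 THP-1 cells pretreated 1 hr with compounds (up to 57.5 uM final), then stimulated with LPS (250 ng/mL final) plus ATP (1.25 mM final); secreted IL-1B measured by AlphaLISA after 16 hr, decreased signal indicating inhibition.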
# Numbers without * were called inactive; i = inactive; u = inconclusive; x = not tested or not shown; & = joins results of further samples; [ ] = dose if it differs, or a comment. Unless noted, the call rests on the fitted dose curve; in most records, active means well fitted curve in the direction sought with a large enough effect; inconclusive means small, poorly fitted or top-dose-only effect, or another doubt; inactive means no such curve, though single readings can be large; an effect the other way counts as inactive or inconclusive.
1. CCCCCCNC(=O)O[C@]12C[C@@H](C(=O)OC)[C@@H](C(=O)OC)C[C@@]1(O)CN(S(=O)(=O)c1ccc(C)cc1)C2
2. Cc1ccc(F)cc1NC(=O)N1c2ccccc2NC(=O)CC1C (configuration not stated)
3. COc1cc(-c2nc3cnccn3c2Nc2ccc(C)cc2)ccc1O
4. O=C(Nc1ccc2c(c1)OCCO2)c1ccc(Cl)c([N+](=O)[O-])c1
5. CC[C@]1(C(=O)OC)[C@H]2C(=O)N(Cc3ccccc3)C(=O)[C@H]2[C@H]2CN(C)C(=NCc3ccccc3)N21
6. C=CCOc1ccccc1CN1CCC(Oc2ccc(C(=O)N3CCCC3)cc2)CC1
Compound,1,2,3,4,5,6
D3 antag,37,-11,10,-27,3,u
HT1080 IDH1KD tx,0%,-1%,16µM*,2%,9%,-25%
GLP-1R agonist,4%,-6%,1%,10%,-4%,1%
SW480 rerep,x,-16%,-1%,-1%,-29%,u
KB-V1 MDR tox,u,10%,u,-31%,0%,-10%
KB-3-1 tox,27%,-4%,8%,-10%,0%,-41%
HT1080-NT tox,0%,-2%,u,-4%,9%,-1%
DRD3 agonist,0,0,0,-6,13,-7
IL1B secr inh,12,-4,65,-82*,-13,-10

7. O=C(CCCN1C(=O)c2ccccc2C1=O)NCc1ccc(F)cc1
8. CCOCCCN(C(=O)c1snc(C(N)=O)c1N)C(C(=O)NCCC(C)C)c1ccc(F)cc1 (configuration not stated)
9. O=C1C(Nc2cccc(O)c2)=C(N2CCCCC2)C(=O)c2ccccc21
10. CCc1ccc(NC(=O)C2CC=CCC2C(=O)O)cc1 (configuration not stated)
11. CCC1=C(OC(=O)N(CC)CC)N2C(=O)OC(=NCC3CC3)[C@]2(Cc2ccccc2)[C@H]2C1=CC[C@H]1C(=O)N(c3ccccc3)C(=O)[C@H]12
12. O=C(CSC1=NCCS1)NC(c1ccccc1)c1ccccc1
Compound,7,8,9,10,11,12
D3 antag,10,-15,u,-2,-6,-29
HT1080 IDH1KD tx,13%,5%,u,-1%,-4%,u
GLP-1R agonist,4%,10%,5%,-3%,8%,-23%
SW480 rerep,6%,-2%,1%,-11%,-25%,u
KB-V1 MDR tox,13%,1%,-17%,28%,0%,-12%
KB-3-1 tox,-3%,11%,u,-4%,-19%,-11%
HT1080-NT tox,7%,-2%,u,-1%,-18%,u
DRD3 agonist,-4,-3,-14,1,5,-15
IL1B secr inh,5,0,-84*,16,u,-72*

13. Clc1ccc(C2=Nn3c(Cn4nnc5ccccc54)nnc3SC2)cc1
14. CCc1ccc(S(=O)(=O)NCCc2csc(-c3cccnc3)n2)s1
15. CC(CCc1ccccc1)NC(=O)CSc1nc(N)cc(N)n1 (configuration not stated)
16. CC1CCCCC1NC(=O)CN1CCC(NC(=O)C(C)(C)C)CC1 (configuration not stated)
17. CCn1c(SCC(=O)c2ccc(Cl)s2)nnc1-c1cccs1
18. Cc1cc(NC(=O)CSc2nnnn2-c2ccccc2C)no1
Compound,13,14,15,16,17,18
D3 antag,2,-11,-22,-8,u,9
HT1080 IDH1KD tx,-14%,-1%,-1%,-1%,1%,-6%
GLP-1R agonist,u,8%,6%,-2%,5%,1%
SW480 rerep,0%,-4%,6%,x,2%,-5%
KB-V1 MDR tox,u,3%,16%,22%,-27%,u
KB-3-1 tox,-2%,9%,9%,0%,-6%,-8%
HT1080-NT tox,-18%,6%,-4%,11%,5%,3%
DRD3 agonist,-4,1,-1,-3,2,3
IL1B secr inh,-53*,-4,-7,17,-19,i

# Four entries drawn at random from those above:
14. CCc1ccc(S(=O)(=O)NCCc2csc(-c3cccnc3)n2)s1
18. Cc1cc(NC(=O)CSc2nnnn2-c2ccccc2C)no1
13. Clc1ccc(C2=Nn3c(Cn4nnc5ccccc54)nnc3SC2)cc1
17. CCn1c(SCC(=O)c2ccc(Cl)s2)nnc1-c1cccs1
Compound,14,18,13,17
D3 antag,-11,9,2,u
HT1080 IDH1KD tx,-1%,-6%,-14%,1%
GLP-1R agonist,8%,1%,u,5%
SW480 rerep,-4%,-5%,0%,2%
KB-V1 MDR tox,3%,u,u,-27%
KB-3-1 tox,9%,-8%,-2%,-6%
HT1080-NT tox,6%,3%,-18%,5%
DRD3 agonist,1,3,-4,2
IL1B secr inh,-4,i,-53*,-19

# More entries follow:
19. COc1ccc(S(=O)(=O)N2CCOC2CNC(=O)C(=O)NCc2cccnc2)cc1OC (configuration not stated)
20. O=C(CCn1c(=O)oc2ccccc21)NCc1ccc2c(c1)OCO2
21. COc1ccc(C(=O)NC(C)c2ccc(-n3ccnc3)cc2)c(OC)c1OC (configuration not stated)
22. COc1cccc(CN(C)C(=O)C(Cc2ccccc2)NC(=O)c2ccccc2)c1OC (configuration not stated)
23. COC(=O)c1ccc(CNC(=O)CSc2nc3ccccc3[nH]2)cc1
24. COc1cccc(OC)c1-c1nnc(-c2cn(C)c3ccccc23)o1
Compound,19,20,21,22,23,24
D3 antag,16,u,18,18,-9,-8
HT1080 IDH1KD tx,3%,-5%,-9%,11%,10%,10%
GLP-1R agonist,17%,-7%,5%,7%,9%,0%
SW480 rerep,-3%,-3%,-39%[inhibitor],-37%[inhibitor],-15%,0%
KB-V1 MDR tox,4%,u,u,u,3%,0%
KB-3-1 tox,0%,-15%,-2%,8%,-1%,-2%
HT1080-NT tox,0%,-4%,-1%,-3%,10%,19%
DRD3 agonist,5,-7,4,7,3,6
IL1B secr inh,-16,-29,i,-21,-7,-3

25. Cn1nc(-c2ccccc2)nc1-c1ccccc1
26. CN(CCCNC(=O)c1cc2c(Cl)nc3ccccc3c2s1)Cc1ccccc1
27. O=C(c1cc(COc2cccc(C(F)(F)F)c2)on1)N1C[C@H]2CC[C@H]1C2
28. C/C(Cc1ccccc1)=N\NC(=O)CNC(=O)c1ccc2c(c1)OCCO2
29. CCOC(=O)C(=O)c1csc(NC(=O)COc2ccc(N(C)S(=O)(=O)c3ccc(F)cc3)cc2)n1
30. O=C(O)C1=C[C@@H](c2ccc(Br)cc2)C[C@@H](OCCCCO)O1
Compound,25,26,27,28,29,30
D3 antag,-24,u,13,10,u,22
HT1080 IDH1KD tx,-3%,16µM*,0%,3%,0%,14%
GLP-1R agonist,12%,29%,2%,0%,-11%,0%
SW480 rerep,-3%,21µM*,-7%,-7%,-2%,-63%[inhibitor][9.22 µM]
KB-V1 MDR tox,0%,-18%,x,15%,19%,1%
KB-3-1 tox,-4%,-6%,x,7%,13%,u
HT1080-NT tox,-4%,16µM*,1%,13%,-1%,15%
DRD3 agonist,-17,-12&-23,22,1,-4,5
IL1B secr inh,24,-82*,-1,12,8,12

31. Cc1ccc(S(=O)(=O)N2CCN(S(=O)(=O)N(C)C)CC2)cc1
32. CCCn1c(=O)[nH]c(=O)c2c1nc(-c1ccc(OC(F)F)c(OC)c1)n2CCOC
33. COCCn1cnc2c(c1=O)c1nc3ccccc3nc1n2/N=C/c1cccc(OC)c1
34. COc1ccc(C2N3CC4(C)CN2CC(C)(C3)C4O)cc1 (configuration not stated)
35. O=C(Oc1cccnc1)c1cc(S(=O)(=O)N2CCOCC2)ccc1Cl
36. Cc1cccc(S(=O)(=O)c2c(C)cc(C)nc2Cl)c1
Compound,31,32,33,34,35,36
D3 antag,12,32,29,-6,13,14
HT1080 IDH1KD tx,u,-2%,5%,4%,-7%,11%
GLP-1R agonist,1%,33%,6%,-3%,-4%,2%
SW480 rerep,0%[9.22 µM],-5%,u,-2%,-3%,6%
KB-V1 MDR tox,-2%,0%,u,1%,19%,8%
KB-3-1 tox,-6%,-6%,-5%,-4%,-18%,6%
HT1080-NT tox,-8%,-1%,8%,7%,-2%,11%
DRD3 agonist,-8,-7,25,2,5,15
IL1B secr inh,17,-7,0,1,23,-11

37. Cc1cc(=O)[nH]c2nc3ccccc3n12
38. Cc1ccc(-c2c(C(=O)NC(C)C)oc(=O)c3ccccc23)cc1
39. COc1ccc2cc(C3CC(c4ccco4)=NN3S(=O)(=O)c3ccccc3)c(Cl)nc2c1 (configuration not stated)
40. Cc1cc2[nH]c(=O)c(=O)[nH]c2cc1S(=O)(=O)Nc1ccccc1F
41. C[C@H]1Cn2cnc(C(=O)N[C@H](C)c3ccccc3)c2C(=O)N1
42. CC(=O)Nc1ccc(S(=O)(=O)Nc2nc3ccc(C)cc3s2)cc1
Compound,37,38,39,40,41,42
D3 antag,9,-4,-1,-25,-3,u
HT1080 IDH1KD tx,6%,-6%,10%,-2%,2%,-3%
GLP-1R agonist,0%,15%,-1%,-4%,-1%,39%
SW480 rerep,x,-8%,-13%,1%,x,-1%
KB-V1 MDR tox,-3%,-6%,15µM*,u,-24%,-4%
KB-3-1 tox,-19%,-4%,14%,13%,9%,0%
HT1080-NT tox,7%,0%,4%,-1%,10%,-3%
DRD3 agonist,8,-5,-3,0,0,-1
IL1B secr inh,-2,19,u,-7,57,25

43. COC(=O)[C@@]1(Cc2ccc(F)cc2)[C@H]2c3cc(C(=O)N4CCCC4)n(CCN4CCNC4=O)c3C[C@H]2CN1C(=O)c1ccccc1
44. CCCCNC(=O)OC(C)CNC(=O)Oc1cccc(C)c1 (configuration not stated)
45. Cc1cc2nc(-c3ccc(Cl)cc3)c(Cc3cccc(F)c3)n2c(C)c1Br
46. CC/C(=C/c1sc2ccc(C)cc2[n+]1CCCS(=O)(=O)[O-])SC
47. COc1ccc(S(=O)(=O)Nc2cccc(F)c2)cc1C
48. c1ccc2c(c1)ncn2CCCCOc1ccc2c(c1)CCC2
Compound,43,44,45,46,47,48
D3 antag,0,u,0,-16,3,-10
HT1080 IDH1KD tx,4%,2%,u,23%,3%,3%
GLP-1R agonist,2%,-11%,6%,0%,3%,15%
SW480 rerep,x,1%,x,-47%[inhibitor],3%,u
KB-V1 MDR tox,-6%,-1%,13%,21%,2%,u
KB-3-1 tox,11%,-1%,0%,-3%,5%,u
HT1080-NT tox,-6%,7%,u,20%,6%,-3%
DRD3 agonist,4,-10,-3,-1,-4,0
IL1B secr inh,0,5,0,1,3,-29

# Screening data: PubChem BioAssay, National Center for Advancing Translational Sciences (NCATS)
